Giardia killer – kills Giardia lamblia; Giardia lamblia trophozoite viability; actives 0.15% (n = 340,000); activity change, % at 7.66 µM, hits read low; in the data active means activity change below about -80%; inconclusive means between about -30% and that limit;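 further: parasites exposed to compound for two days anaerobically before the ATP read; on the % scale 0 is the no-effect control and ±100 the full control effect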
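Each well holds 100 Giardia trophozoites and compound. After two days (48 hrs) at 37 deg C in anaerobic conditions, ATP is quantified by luminescence.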
p53 reactivation – mutant p53 re-activation in reporter cells | H1299 p53-A138V BP100-luciferase reporter, luminescence, 24 h | Potency, µM (top dose mostly 92.2 µM), for inactives: at the top dose activity change, positive = activation, hits mostly activators | actives 0.063% (n = 320,000) | AID 504706; further: potency means the concentration at half of the fitted maximal effect; % of control where 0% means no effect; nearly all actives have a fitted effect of over 45% in size
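H1299 (p53-null), stable ts p53-A138V + BP100-Luc; 1000 cells/well, Opti-MEM/10% FBS; cpd 4 pt, 1:5; 24 h, 37 deg C, 5% CO2; detection reagent 10 min RT; luminescence.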
NPC1 prom act – NPC1 promoter activation; actives 2.4% (n = 320,000); AID 485313; Potency, µM (highest dose often 9.22 µM), for inactives: at the top dose activation, usual class: activators; Huh7 NPC1 promoter luciferase reporter, 24 h;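 further: potency means the concentration at half of the fitted maximal effect; % of control where 0% means no effect; nearly all actives have a fitted effect of over 60% in size; reporter is driven by a mutant NPC1 promoter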
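Huh7 reporter cells (NPC1 promoter driving luciferase) are dosed with compound for 24 h at 37 °C, 5% CO2; luciferase detection reagent is then added and luminescence measured after 10 min at ambient temperature.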
Rab9 prom act – Rab9 promoter activation. Huh7 Rab9 promoter-luciferase reporter, luminescence, 24 h. Potency, µM (series often up to 9.22 µM), for inactives: top-dose activation, negative = inhibition, most hits filed as activators. actives 2.8% (n = 320,000). AID 485297; further: potency means the concentration at half of the fitted maximal effect; % of control where 0% means no effect; nearly all actives have a fitted effect of over 60% in size
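Cell-based reporter: Huh7 stable for Rab9 promoter-driven luciferase, plated in reduced-serum medium with 10% FBS at 1500 cells/well, compound-treated 24 h at 37 °C, luminescence read after 10 min reagent.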
FLuc modulator – inhibits or activates purified firefly luciferase, miR-21 counter-screen. P08659. purified FLuc, Km substrates, luminescence inhibition. Potency, µM (highest dose often 57.5 µM), for inactives: at the highest dose activity change, negative = inhibition, most hits filed as inhibitors. actives 6.9% (n = 360,000). AID 588342;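 further: potency means the concentration at half of the fitted maximal effect; plate controls were vehicle for no effect and reference inhibitor for full effect; nearly all actives have a fitted effect of over 55% in size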
Target sequence (P08659 whole entry, looked up): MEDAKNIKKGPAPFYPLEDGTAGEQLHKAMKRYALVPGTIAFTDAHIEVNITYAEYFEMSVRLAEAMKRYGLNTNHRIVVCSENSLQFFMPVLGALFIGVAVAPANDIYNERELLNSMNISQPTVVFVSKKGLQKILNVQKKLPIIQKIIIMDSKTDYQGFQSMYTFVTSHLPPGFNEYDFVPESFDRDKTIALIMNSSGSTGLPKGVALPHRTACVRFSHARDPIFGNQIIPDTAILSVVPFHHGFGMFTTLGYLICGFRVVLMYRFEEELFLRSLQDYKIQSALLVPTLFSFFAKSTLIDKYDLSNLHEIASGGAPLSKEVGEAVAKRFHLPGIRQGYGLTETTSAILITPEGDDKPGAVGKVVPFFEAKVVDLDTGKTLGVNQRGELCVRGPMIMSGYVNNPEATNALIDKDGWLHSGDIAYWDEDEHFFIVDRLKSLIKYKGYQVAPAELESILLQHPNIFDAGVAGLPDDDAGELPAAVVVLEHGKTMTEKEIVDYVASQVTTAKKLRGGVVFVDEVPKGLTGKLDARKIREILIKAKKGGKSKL
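Purified P. pyralis luciferase, 10 nM final, with Km-level 10 uM D-luciferin and 10 uM ATP in 50 mM Tris acetate pH 7.5, 10 mM Mg acetate, 0.01% Tween-20, 0.05% BSA; 6-point qHTS titration about 60 µM downward; luminescence read.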
PKM2 activator – activators of human pyruvate kinase M2; P14618; actives 0.34% (n = 260,000); Potency, µM (top dose mostly 57.5 µM), without a hit: top-dose activation, actives largely listed as activators; purified PKM2, Kinase-Glo ATP luminescence, activation; response scale: 0% is enzyme alone, no compound; further: potency means the concentration at half of the fitted maximal effect; on the % scale 0 is the no-effect control and ±100 the full control effect; nearly all actives have a fitted effect of over 55% in size
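hPK-M2, >95% pure; 0.1 mM ADP / 0.5 mM PEP final; imidazole pH7.2 buffer w/ 7 mM MgCl2, 50 mM KCl; 1 h RT; Kinase-Glo lum. Intermediate enzyme activity for dual inhibitor/activator qHTS.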
BRCA1 expr up – BRCA1 expression activation. MCF7-BRCA1-FFLuc reporter, luminescence, 48 h; response scale: scaled: vehicle 0%, 10 µM genistein 100%. Potency, µM (titrated, usually from 46.1 µM), inactives show top-dose activation, most hits filed as activators. actives 1.1% (n = 380,000); further: potency means the concentration at half of the fitted maximal effect; nearly all actives have a fitted effect of over 80% in size; some results filed as inactive show a strong effect at the top dose
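Activators of BRCA1 expression were detected as increased firefly luciferase luminescence in engineered MCF7 cells after 48 h compound incubation. Signals were scaled to genistein 10 microM as full activation.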
Menin-MLL TR inh – displaces Texas Red mutant MLL peptide from human menin. O00255. Menin + Texas Red MLL mutant peptide, fluorescence polarization. Potency, µM (doses to about 61.6 µM), without a hit: at the highest dose FP activity change, negative = inhibition, hits mostly inhibitors. actives 0.23% (n = 270,000). AID 1768; active means well fitted inhibition curve with a large enough effect in the polarisation, with a control signal flat, not every such curve was filed as active; inconclusive means small, poorly fitted or top-dose-only effect, or effect the other way, or a change in a side signal; inactive means no such curve, though single readings can be large or run the other way; the % refers to the polarisation; further: potency means the concentration at half of the fitted maximal effect; % of control where 0% means no effect; many of its hits are not listed in these tables
Gal4-VP16 FLuc – inhibits Gal4-VP16 luciferase reporter, ROR gamma counter-screen; AID 2546; Potency, µM (series often up to 53.6 µM), without a hit: at the highest dose activity, negative = inhibition, hits mostly inhibitors; Drosophila S2 Gal4-VP16 UAS-luciferase, luminescence, 20 h; actives 3.5% (n = 310,000);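 further: Gal4-VP16 expression switched on by copper sulfate through the metallothionein promoter; potency means the concentration at half of the fitted maximal effect; on the % scale 0 is the no-effect control and ±100 the full control effect; nearly all actives have a fitted effect of over 50% in size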
RORgamma inh – ROR gamma (mouse) transcription inhibition; P51450; Drosophila S2 Gal4-RORgamma UAS-luciferase reporter, 20 h; Potency, µM (highest dose often 53.6 µM), for the others: at the top dose activity change, negative = inhibition, usual class: inhibitors; actives 5.4% (n = 310,000); further: potency means the concentration at half of the fitted maximal effect; on the % scale 0 is the no-effect control and ±100 the full control effect; nearly all actives have a fitted effect of over 60% in size
Target sequence (P51450 whole entry, looked up, the tested form may be a part): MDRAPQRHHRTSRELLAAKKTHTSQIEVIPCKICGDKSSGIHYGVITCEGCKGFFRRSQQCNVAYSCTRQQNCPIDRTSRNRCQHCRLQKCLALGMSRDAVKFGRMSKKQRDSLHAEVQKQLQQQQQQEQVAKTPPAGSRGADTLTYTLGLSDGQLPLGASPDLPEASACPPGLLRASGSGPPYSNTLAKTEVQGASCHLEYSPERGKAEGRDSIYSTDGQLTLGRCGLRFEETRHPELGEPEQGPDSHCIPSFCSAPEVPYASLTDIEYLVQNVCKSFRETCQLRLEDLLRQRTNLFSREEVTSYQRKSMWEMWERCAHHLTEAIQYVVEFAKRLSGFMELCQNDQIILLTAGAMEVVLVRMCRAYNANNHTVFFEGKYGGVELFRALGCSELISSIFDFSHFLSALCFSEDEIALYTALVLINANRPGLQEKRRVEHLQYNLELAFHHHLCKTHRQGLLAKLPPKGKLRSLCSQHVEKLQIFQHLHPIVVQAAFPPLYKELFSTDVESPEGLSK
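Drosophila Schneider cells stably carrying a metallothionein-driven Gal4 DBD–ROR gamma fusion and a UAS-Photinus luciferase reporter were exposed to compound for 1 hr, then induced with copper sulfate (700 uM final) for 20 hr at ambient temperature before luminescence reading.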
ELG1 genotoxic – inducers of genotoxicity in HEK293T ELG1-luciferase cells | Potency, µM (series often up to 46 µM), for the others: at the top dose activity change, positive = activation, hits mostly activators | actives 1.3% (n = 330,000) | HEK293T ELG1-luciferase reporter, luminescence, 16 h | AID 504466; further: potency means the concentration at half of the fitted maximal effect; % of control where 0% means no effect; nearly all actives have a fitted effect of over 60% in size
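Screening used a luciferase reporter fused to human ELG1 in HEK293T cells. Luminescence was read on a CCD plate imager after 16 hr exposure and 30 min ONE-Glo incubation.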
Starred values were filed as active, the others as inactive; ? = inconclusive; . = no result given; [ ] = another dose, or the depositor's remark. Unless noted, the call rests on the fitted dose curve; in most records, active means well fitted curve in the direction sought with a large enough effect; inconclusive means small, poorly fitted or top-dose-only effect, or another doubt; inactive means no such curve, though single readings can be large; an effect the other way counts as inactive or inconclusive. Some of the compounds tested. The share of hits here may be higher or lower than overall.

The opening six records, ahead of the listing:
No. | molecule | Giardia killer | p53 reactivation | NPC1 prom act | Rab9 prom act | FLuc modulator | PKM2 activator
1 | Cc1ccc(CN2CCN(Cc3nc4c(s3)CCCC4)CC2CCO)cc1 (centres undefined) | 0 | -1% | 1% | -11% | -2% | ?
2 | C/C(=N\NC(=O)C1CC1)c1ccc(OC(F)F)cc1OC(F)F | 12 | -3% | -2% | 7% | 1% | .
3 | COc1ccc(Nc2cc(C(=O)NCc3ccco3)c3ccccc3n2)cc1 | . | -6% | 0% | -5% | 2% | -1%
4 | O=C(NCc1ccccc1)c1ccc(OCC2CCCO2)cc1 (centres undefined) | 5 | 8% | 2% | -2% | ? | -1%
5 | Cc1ccc(NC(=O)c2ccc(S(=O)(=O)NCC3CCCO3)cc2)cc1 (centres undefined) | -11 | 16% | -1% | -4% | 1% | -2%
6 | COc1cccc(CN(C)C(=O)CC2C(=O)NCCN2C2Cc3ccccc3C2)c1 (centres undefined) | -8 | -1% | 2% | 5% | 3% | -1%

No. | BRCA1 expr up | Menin-MLL TR inh | Gal4-VP16 FLuc | RORgamma inh | ELG1 genotoxic
1 | -15% | ? | ? | ? | -5%
2 | 3% | . | -23% | ? | 1%
3 | . | -7% | -5% | -4% | -2%
4 | 55% | 17% | 5% | 41% | 0%
5 | 6% | 60%[activator] | -2% | 18% | 0%
6 | -21% | . | 2% | -7% | -2%

Main list, from the start:
No. | molecule | Giardia killer | p53 reactivation | NPC1 prom act | Rab9 prom act | FLuc modulator | PKM2 activator
1 | Cc1ccc(CN2CCN(Cc3nc4c(s3)CCCC4)CC2CCO)cc1 (centres undefined) | 0 | -1% | 1% | -11% | -2% | ?
2 | C/C(=N\NC(=O)C1CC1)c1ccc(OC(F)F)cc1OC(F)F | 12 | -3% | -2% | 7% | 1% | .
3 | COc1ccc(Nc2cc(C(=O)NCc3ccco3)c3ccccc3n2)cc1 | . | -6% | 0% | -5% | 2% | -1%
4 | O=C(NCc1ccccc1)c1ccc(OCC2CCCO2)cc1 (centres undefined) | 5 | 8% | 2% | -2% | ? | -1%
5 | Cc1ccc(NC(=O)c2ccc(S(=O)(=O)NCC3CCCO3)cc2)cc1 (centres undefined) | -11 | 16% | -1% | -4% | 1% | -2%
6 | COc1cccc(CN(C)C(=O)CC2C(=O)NCCN2C2Cc3ccccc3C2)c1 (centres undefined) | -8 | -1% | 2% | 5% | 3% | -1%
7 | CCN(CC(=O)NCCC1=CCCCC1)S(=O)(=O)c1ccccc1 | -3 | -2% | -1% | -3% | 6% | 5%
8 | COc1cc(CNCCc2ccccc2)ccc1OCc1ccc(Cl)nc1 | 8 | 1% | 1% | 5% | -7% | -6%
9 | O=C(Nc1ccc(F)cc1)c1ccc(-n2cncn2)c([N+](=O)[O-])c1 | -15 | 0% | -5% | -3% | -1% | -1%
10 | CC(C)n1c(SCC(=O)Nc2ccc(N3CCOCC3)cc2)nnc1-c1ccco1 | ? | 2% | 7% | 0% | ? | -3%

No. | BRCA1 expr up | Menin-MLL TR inh | Gal4-VP16 FLuc | RORgamma inh | ELG1 genotoxic
1 | -15% | ? | ? | ? | -5%
2 | 3% | . | -23% | ? | 1%
3 | . | -7% | -5% | -4% | -2%
4 | 55% | 17% | 5% | 41% | 0%
5 | 6% | 60%[activator] | -2% | 18% | 0%
6 | -21% | . | 2% | -7% | -2%
7 | 6% | . | 1% | -20% | 0%
8 | 9% | -8% | -1% | 7% | -3%
9 | -33% | -5% | 5% | -11% | -8%
10 | 21% | ? | -14% | 39% | -4%

No. | molecule | Giardia killer | p53 reactivation | NPC1 prom act | Rab9 prom act | FLuc modulator | PKM2 activator
11 | CC(C)CCNC(=O)Cc1csc(-c2ccccc2)n1 | 0 | 2% | -5% | -2% | -2% | 1%
12 | O=C(O)CN=C1CC(c2ccccc2)CC(=O)/C1=C(/O)CCCN1C(=O)c2ccccc2C1=O (centres undefined) | 24 | -3% | -1% | 0% | 3% | -2%
13 | O=C(NCc1ccco1)c1cc2sccc2n1Cc1ccccc1 | 11 | 20% | 9% | 1% | -5% | -9%
14 | CCOC(=O)c1nnc(-c2ccccc2)nc1N1CCSCC1 | -17 | 2% | -3% | -12% | ? | -2%
15 | Cc1ccc(CCNC(=O)C2CCCN(S(=O)(=O)c3cccs3)C2)cc1 (centres undefined) | 18 | -8% | 0% | 3% | 2% | -4%
16 | CCC(C)Sc1cccc(-c2nc3cc(C)ccn3c2NCc2ccccc2)c1 (centres undefined) | -8 | 21% | 1% | 3% | ? | .
17 | CCCCn1c(N)c(N(CC(C)C)C(=O)C2CCN(c3ncnc4sc(C)c(C)c34)CC2)c(=O)[nH]c1=O | -16 | -5% | -5% | 0% | 4% | .
18 | CN(C)/C(=N\S(=O)(=O)c1ccccc1)c1ccc(F)cc1 | 5 | ? | 0% | 5% | 1% | 0%[11.5 µM]
19 | OCCN(CC#CC(O)(c1ccccc1)c1cccc(F)c1)CCO (centres undefined) | -3 | -4% | -1% | 7% | -1% | -10%
20 | C=CCNC(=O)C1CC1(c1ccccc1)c1ccccc1 (centres undefined) | -11 | -2% | -4% | 1% | 10% | -10%

No. | BRCA1 expr up | Menin-MLL TR inh | Gal4-VP16 FLuc | RORgamma inh | ELG1 genotoxic
11 | 13% | -12% | 3%[10 µM] | 37% | 18%
12 | -3% | -7% | 5% | 2% | 1%
13 | 18% | 18% | -2% | ? | -4%
14 | 2% | -15% | -2%[10 µM] | 10% | -2%
15 | -8% | . | -3% | 23% | -10%
16 | -22% | . | . | . | -7%
17 | -24% | . | . | . | -1%
18 | 8% | 12% | -2% | 3% | 0%
19 | 0% | . | -6% | 19% | 0%
20 | -6% | -9% | -27% | -2% | 5%

No. | molecule | Giardia killer | p53 reactivation | NPC1 prom act | Rab9 prom act | FLuc modulator | PKM2 activator
21 | Cc1c(C(=O)NN2CCOCC2)oc2c1ccc1ccccc12 | 0 | -6% | 0% | -5% | -13% | 3%
22 | CC(=O)Nc1cccc(NC(=O)CSc2nnc(NC(=O)c3ccco3)s2)c1 | 1 | 8% | -4% | 23% | 19µM* | -10%
23 | O=C(CNc1ccccc1)N/N=C/c1cn(-c2ccccc2)nc1-c1ccccc1 | -5 | 3% | -4% | 11% | -4% | -5%
24 | O=C(Nc1cccnc1Cl)C1CCCN(c2ncnc3c2nc2n3CCCCC2)C1 (centres undefined) | 5 | -3% | -6% | -4% | -1% | .
25 | NS(=O)(=O)c1ccc(CNC(=O)CCS(=O)(=O)Cc2ccccc2)cc1 | -11 | -4% | 3% | 1% | -2% | -1%
26 | COc1ccc(Cc2nnc(NC(=O)Nc3ccc(F)cc3)s2)cc1 | 12 | . | -1% | 6% | -1% | -2%
27 | CCNC(=S)NC1CC2CCCC(C1)N2Cc1ccc(C)cc1 (centres undefined) | ? | . | 1% | -1% | 6% | -6%[11.5 µM]
28 | Cc1ccc(C#N)c(SCc2ccccc2F)n1 | -7 | -2% | -4% | 1% | -4% | 5%
29 | COc1cccc(Nc2cc(C)nc3nc(C)nn23)c1 | 14 | 6% | 0% | -4% | 3% | -3%
30 | Clc1ccc(C2=Nn3c(nnc3-c3cc(-c4ccccc4)n[nH]3)SC2)cc1 | -4 | -7% | 8% | -10% | -4% | -11%
31 | Cc1ccc2c(c1)c1c(n2CC(O)CN2CCCCC2C)CCCC1 (centres undefined) | 3 | -5% | -5% | -4% | -3% | 0%
32 | COc1ccc(/C=N/NC(=O)c2cccc([N+](=O)[O-])c2)cc1OS(=O)(=O)c1ccc(C)cc1 | 12 | -2% | -7% | 2% | 2% | -1%
33 | CCOc1ccc(-c2cc(CCCC(=O)NCc3cccnc3)no2)cc1 | -6 | ? | ? | ? | 11µM* | -9%

No. | BRCA1 expr up | Menin-MLL TR inh | Gal4-VP16 FLuc | RORgamma inh | ELG1 genotoxic
21 | 3% | -29% | -5% | -32% | -3%
22 | 7% | . | -3% | -3% | 15%
23 | -15% | -15% | 1µM* | -4%[10 µM] | -4%
24 | 9% | . | -12% | 26% | -5%
25 | -3% | -3% | 0% | ? | 1%
26 | -7% | -21% | 25% | -11%[1.91 µM] | 5%
27 | -25% | 10% | 6% | -15% | -5%
28 | -4% | . | 9% | 8% | 6%
29 | 10% | -2% | -6% | -5% | -3%
30 | -90%[inhibitor] | 0% | -11%[0.365 µM] | ? | -25%
31 | -12% | . | 2% | -7% | -3%
32 | -50% | ? | ? | 4µM* | -8%
33 | -1% | -1% | ? | ? | ?
